# Source: PubChem BioAssay (National Center for Advancing Translational Sciences (NCATS))
# Nrf2 ARE act – Nrf2 pathway activation; Potency, µM (series often up to 46.1 µM), for the others: at the highest dose activation, most hits filed as activators; AREc32 ARE-luciferase reporter (MCF7-derived line), luminescence, 24 h; AID 624171; 0.31% of 410,000 active; also: % of control where 0% means no effect; nearly all actives have a fitted effect of over 65% in size
#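 Nrf2 activation is followed as ARE-luciferase induction in the AREc32 line after one day of compound treatment; luminescence is read with Steady-Glo.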
# ATXN2 expr inh – reduces ATXN2 reporter expression in HEK-293 cells; Potency, µM (doses to about 57 µM), for inactives: at the top dose activity change, negative = inhibition, usual class: inhibitors; HEK-293 ATXN2-luciferase reporter, luminescence, 24 h; 0.72% of 360,000 active; also: % is scaled to controls: 0 for no effect and ±100 for the full control effect; nearly all actives have a fitted effect of over 55% in size
#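 ATXN2-luciferase reporter cells (luciferase flanked by upstream and downstream ATXN2 gene portions) were treated 24 h at 37 °C with compounds at up to 57 uM. SteadyGlo luminescence gave expression; GF-AFC fluorescence gave viability.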
# A549 viability – A549 cytotoxicity, counter-screen for Nrf2 inhibitors; A549 ARE-Fluc cells, CellTiter-Fluor viability, 18-24 h; Potency, µM (highest dose often 46 µM), inactives show at the highest dose activity change, negative = cytotoxicity, usual class: inhibitors; 0.16% of 390,000 active; AID 504648; also: % is scaled to controls: 0 for no effect and ±100 for the full control effect
#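 Cytotoxicity counterscreen: CellTiter-Fluor fluorescence was measured in A549 ARE_Fluc cells after 18-24 h of compound exposure in a concentration series. The subsequent BugLite luminescent read reports ARE-luciferase activity.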
# HepG2 viability – kills HepG2 cells in TGF-b inhibitor counter-screen | HepG2 CAGA-GFP viability, ATP luminescence, 18 h | Potency, µM (series often up to 46.1 µM), without a hit: at the top dose activity change, negative = cytotoxicity, most hits filed as cytotoxic | 0.76% of 410,000 active | AID 588856; also: some results filed as inactive show a strong effect at the top dose
#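 CellTiter-Glo luminescence gave cytotoxicity after 18 hours at 37 degrees C. The cells were HepG2 CAGA-GFP in 1% FBS DMEM, stimulated with 500 pg/mL TGF-beta after compound addition. %Activity was normalised to no-cell wells (complete cell-killing) and DMSO (no toxicity), and curves were fitted and classified.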
# TGFb SMAD3 inh – inhibitors of TGF-b signaling. HepG2 CAGA-GFP TGF-b/SMAD3 reporter, GFP fluorescence, 18 h; TGF-beta stimulated, 500 pg/mL final. Potency, µM (top dose mostly 46.1 µM), inactives show at the highest dose activity, negative = inhibition, actives largely listed as inhibitors. 1.2% of 410,000 active; also: % is scaled to controls: 0 for no effect and ±100 for the full control effect; nearly all actives have a fitted effect of over 65% in size
#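 First, reporter cells (HEPG2 CAGA-GFP) rested 2 h at 37 degrees C. Next, compounds were pinned in and TGF-beta added to 500 pg/mL final. After 18 h, GFP was imaged per cell and summed per well.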
# S2 tox – viability counter-screen for ATXN expression inhibitors | S2 cells (HEK-293 line with an ATXN2-luciferase reporter) viability, CellTiter-Fluor protease fluorescence, 24 h | Potency, µM (series often up to 56.7 µM), actives largely listed as cytotoxic | 0.49% of 400,000 active; also: nearly all actives have a fitted effect of over 40% in size
# Nrf2 block – inhibitors of Nrf2 signaling | Potency, µM (titrated, usually from 46 µM), for inactives: at the highest dose activity change, negative = inhibition, actives largely listed as inhibitors | AID 504444 | 2.1% of 360,000 active | A549 ARE-Fluc reporter, luciferase luminescence, 18-24 h; also: % is scaled to controls: 0 for no effect and ±100 for the full control effect; nearly all actives have a fitted effect of over 60% in size
#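 Nrf2 activity is the BugLite luminescence, read 15 min after reagent at room temperature, following CellTiter-Fluor cytotoxicity readout (30 min, 37C). Compound titrations were applied for 18-24 h to 5000 A549 ARE_Fluc cells/well in 5% FBS OPTI-MEM.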
# MCF10A rereplic – DNA re-replication induction in MCF 10a cells | Potency, µM (top dose mostly 46.1 µM), for the others: at the top dose activity, positive = re-replication, usual class: activators | AID 624296 | 2.9% of 350,000 active | MCF 10A DNA re-replication, Hoechst nuclear intensity, 48 h; also: % of control where 0% means no effect; nearly all actives have a fitted effect of over 50% in size
# EPAC2 antag – blocks human EPAC2 exchange factor. EPAC2 GEF exchange of Rap1B-BODIPY-GDP, fluorescence. Q8WZA2. 0.18% of 360,000 active. Potency, µM (series often up to 114 µM), without a hit: top-dose activity, negative = inhibition, most hits filed as inhibitors; also: % is scaled to controls: 0 for no effect and ±100 for the full control effect; nearly all actives have a fitted effect of over 45% in size; many of its hits are not listed in these tables
# Target sequence (Q8WZA2 whole entry, looked up): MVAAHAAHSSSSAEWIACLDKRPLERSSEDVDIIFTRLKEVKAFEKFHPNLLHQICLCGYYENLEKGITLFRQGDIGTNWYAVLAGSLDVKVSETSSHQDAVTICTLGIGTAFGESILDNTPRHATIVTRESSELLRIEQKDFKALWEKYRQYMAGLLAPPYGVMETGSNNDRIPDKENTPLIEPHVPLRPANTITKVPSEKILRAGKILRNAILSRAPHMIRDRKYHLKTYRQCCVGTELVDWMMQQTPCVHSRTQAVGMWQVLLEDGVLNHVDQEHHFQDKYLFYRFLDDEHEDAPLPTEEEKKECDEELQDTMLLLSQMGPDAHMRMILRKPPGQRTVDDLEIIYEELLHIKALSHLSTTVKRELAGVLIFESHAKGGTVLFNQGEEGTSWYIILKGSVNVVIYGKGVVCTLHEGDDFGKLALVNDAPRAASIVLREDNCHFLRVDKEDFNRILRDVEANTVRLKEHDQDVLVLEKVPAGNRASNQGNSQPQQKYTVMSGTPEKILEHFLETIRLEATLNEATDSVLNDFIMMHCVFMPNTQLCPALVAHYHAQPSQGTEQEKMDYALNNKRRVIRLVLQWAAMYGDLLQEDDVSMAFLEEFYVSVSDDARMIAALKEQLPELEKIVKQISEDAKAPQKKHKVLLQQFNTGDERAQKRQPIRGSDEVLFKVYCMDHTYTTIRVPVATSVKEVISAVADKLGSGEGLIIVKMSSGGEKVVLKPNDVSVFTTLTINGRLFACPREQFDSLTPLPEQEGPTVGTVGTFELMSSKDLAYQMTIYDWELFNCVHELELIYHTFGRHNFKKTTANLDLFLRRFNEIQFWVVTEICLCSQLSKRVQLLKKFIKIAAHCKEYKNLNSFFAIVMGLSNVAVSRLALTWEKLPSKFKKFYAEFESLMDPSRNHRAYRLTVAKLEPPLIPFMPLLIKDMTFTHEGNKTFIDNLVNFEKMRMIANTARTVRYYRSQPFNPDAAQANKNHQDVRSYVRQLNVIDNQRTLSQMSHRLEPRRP
# Numbers without * were called inactive; i = inactive; ? = inconclusive; / = no result given; & = joins results of further samples; [ ] = remark or other dose. Calls follow the shape of the dose curve; as a rule, active = well fitted curve in the direction sought with a large enough effect; inconclusive = small, poorly fitted or top-dose-only effect, or another doubt; inactive = no such curve, though single readings can be large; an effect the other way counts as inactive or inconclusive. Potency is read from the fitted curve at half-maximal effect. Some of the compounds tested, so the mix of outcomes need not match the whole.
SMILES,Nrf2 ARE act,ATXN2 expr inh,A549 viability,HepG2 viability,TGFb SMAD3 inh,S2 tox,Nrf2 block,MCF10A rereplic,EPAC2 antag
CN(C1(C)CCS(=O)(=O)C1)S(=O)(=O)c1ccc(F)cc1 (configuration not stated),0.2%,-5%,4%,-1%,-10%,i,14%,-11%,-1%
CCc1ccc(NC(=O)CC2C(=O)N(c3ccc(OC)cc3)C(=O)N2CCOC)cc1 (configuration not stated),-0.1%,-7%,1%,-8%,9%,i,3%,?,0%
COc1cccc(N(CC(=O)NC2CCCC2)C(=O)Cn2nnc(-c3ccc(C)o3)n2)c1,-0.2%,-26%,2%,6%,13%,i,-27%,2%,-10%
COc1ccc(OCCCN2CCCC(C)C2)cc1 (configuration not stated),0.1%,1%,0%,4%,10%,i,7%,-11%,17%
COc1cc(CN2CCN(c3cccc(C)c3C)CC2)cc(OC)c1O,2.1%,-4%,8%,-17%,3%,i,12%,11%,-4%
CCN1CCN(CCNC(=O)c2ccc3c(c2)NC(=O)/C(=C\c2ccc(OC)c(OC)c2)S3)CC1,8.5%,/,-2%,-16%,-22%,?,?,2%,-3%
COc1ccc(C2=CC3=C(Br)C(=O)C(C)(OC(=O)c4ccco4)C(=O)C3=CO2)cc1 (configuration not stated),15%,-13%,-13%,-3%,-14%,i,9%,-16%,?
O=c1c2ccccc2oc2ccc(Oc3ccccc3)cc12,27%,113%[activator],16%,-5%&-27%,?,i,?,-5%,?
Cc1csc(=O)n1CC(=O)OCC(=O)N(CC(C)C)c1c(N)n(Cc2ccccc2)c(=O)[nH]c1=O,-0.7%,6%,-1%,-3%,4%,i,0%,1%,1%
COc1ccccc1CNC(=O)c1cnn2c(C)c(Cc3ccc(F)cc3)c(C)nc12,9.6%,/,7%,-12%,0%,/,/,/,/

# Record cards (already shown). Values in the order: Nrf2 ARE act	ATXN2 expr inh	A549 viability	HepG2 viability	TGFb SMAD3 inh	S2 tox	Nrf2 block	MCF10A rereplic	EPAC2 antag
# Listed for CN(C1(C)CCS(=O)(=O)C1)S(=O)(=O)c1ccc(F)cc1 (configuration not stated) : 0.2%	-5%	4%	-1%	-10%	i	14%	-11%	-1%
# Listed for COc1cc(CN2CCN(c3cccc(C)c3C)CC2)cc(OC)c1O : 2.1%	-4%	8%	-17%	3%	i	12%	11%	-4%
# Listed for COc1ccc(C2=CC3=C(Br)C(=O)C(C)(OC(=O)c4ccco4)C(=O)C3=CO2)cc1 (configuration not stated) : 15%	-13%	-13%	-3%	-14%	i	9%	-16%	?
# Listed for CCc1ccc(NC(=O)CC2C(=O)N(c3ccc(OC)cc3)C(=O)N2CCOC)cc1 (configuration not stated) : -0.1%	-7%	1%	-8%	9%	i	3%	?	0%
# Listed for COc1ccccc1CNC(=O)c1cnn2c(C)c(Cc3ccc(F)cc3)c(C)nc12 : 9.6%	/	7%	-12%	0%	/	/	/	/

# The listing picks up with the 2 entries that preceded the break.
SMILES,Nrf2 ARE act,ATXN2 expr inh,A549 viability,HepG2 viability,TGFb SMAD3 inh,S2 tox,Nrf2 block,MCF10A rereplic,EPAC2 antag
Cc1csc(=O)n1CC(=O)OCC(=O)N(CC(C)C)c1c(N)n(Cc2ccccc2)c(=O)[nH]c1=O,-0.7%,6%,-1%,-3%,4%,i,0%,1%,1%
COc1ccccc1CNC(=O)c1cnn2c(C)c(Cc3ccc(F)cc3)c(C)nc12,9.6%,/,7%,-12%,0%,/,/,/,/
N#C/C(=C\c1cc(Cl)cc(Cl)c1O)C(=O)NC1CCCCC1,2.7%,-9%,6%,-17%,7%,/,-9%,?,-2%
Cc1cccc(NC(=S)NCCc2ccc(S(N)(=O)=O)cc2)c1C,0.2%,-5%[11.3 µM],2%,4%,-4%,i,-7%,-6%,5%
O=C(Nc1ccc(S(=O)(=O)N2CCOCC2)cc1)c1ccc([N+](=O)[O-])cc1Cl,2.2%,-47%,?,13%,-20%,?,?,?,1%
O=C(COc1ccc2c3c(c(=O)oc2c1)CCC3)NC1CCCCC1,-0.5%,-10%,12%,0%,31%[activator],i,-19%,-3%,8%
COc1ccc(NC(=O)CCCCCN2C(=O)c3ccccc3C2=O)c(OC)c1,-0.9%,-13%,-1%,-16%,-10%,?,-2%,-23%[9.22 µM],-8%
CCCCN(C)CCCNC(=O)c1ccc2nc(N3CCCCC3)sc2c1,0.8%,12%,-11%,-28%,70%[activator],?,?,/,/
O=[N+]([O-])c1ccc(CSc2ncnc3ccccc23)cc1,8.2%,-23%,15%,1%,9%,/,-30%,7%,-10%
CSc1nccc(N/N=C/c2ccccc2)n1,0.3%,20%,-9%,2%,0%,i,?,0%,5%
COC(=O)c1ccc(CSc2nccn2C)cc1,-0.8%,-13%,-1%,-1%,-2%,i,10%,8%,-2%
N#Cc1nc(-c2ccccc2F)oc1N1CCCC1,?,8%,15%,-14%,8%,i,26%,?,5%
O=C(COC(=O)c1cccnc1Cl)Nc1cccc(S(=O)(=O)N2CCOCC2)c1,0.1%,-3%,9%,-15%,-11%,i,4%,?,-6%
COc1ccc(N(CC(=O)N2CCN(Cc3ccc4c(c3)OCO4)CC2)S(=O)(=O)c2ccc(F)cc2)cc1,1.9%,0%,-3%,1%,-21%,i,4%,-11%,-4%
CCOC(=O)C1=CCN(S(=O)(=O)c2ccccc2Cl)C1c1ccc(C)cc1 (configuration not stated),3.7%,-17%,/,-15%,-12%,i,/,/,-8%
Cc1ccc(C)c(N2N=C(C(=O)OCc3nnc(-c4cccs4)o3)CCC2=O)c1,0.1%,2%,0%,-1%,2%,i,11%,-7%,23%
Cc1cc(C)n(/N=C/c2cc(Cl)cc(Cl)c2O)c(=O)c1,-0.5%[9.22 µM],0%,1%,-5%,-3%,i,0%,3%,-16%
COc1cc2c3c(c1)C1(C(=O)N3C(C)(C)C=C2C)C(C#N)=C(N)Oc2cc(O)ccc21 (configuration not stated),0.0%,4%,-19%,-12%,?,i,-9%,14%,-20%
CCc1ccccc1-n1c(SCC(=O)N2CCCC2)nnc1-c1ccccn1,-0.1%,1%,2%,10%,-5%,?,0%,1%,2%
CC(C)C(NC(=O)c1ccc(C(C)(C)C)cc1)C(=O)NCC(c1ccccc1)N(C)C (configuration not stated),3.7%,/,-15%,-26%,?,i,4%,15%,5%
COc1ccc2[nH]c(C(=O)O)c(CCNC(C)=O)c2c1,-0.3%,-4%,-1%,29%,3%,?,4%,1%,-1%
c1ccc(OCCNc2ccn3nc(-c4ccco4)cc3n2)cc1,10%,28%,/,-2%,3%,i,/,/,-5%
COc1ccc(CN(C)C(=O)c2[nH]c(C)c(C(C)=O)c2C)cc1F,2.9%,0%,-2%,5%,9%,i,?,4%,0%
CCOc1ccc(-n2c(C)c(C(=O)OC)c3cc(O)ccc32)cc1,-0.3%,-11%,0%,15%,8%,i,19%,-8%,4%
COc1ccc(CCNC(=O)c2cc(S(=O)(=O)N3CCCC3)cn2C)cc1OC,-0.1%,3%,0%,-1%,-1%,i,-19%,-5%,1%
CCC(=O)Nc1cccc(-c2nnc(-c3cccc(NC(=O)CC)c3)o2)c1,-0.3%,7%,-1%,-5%,-7%,i,?,-5%,8%
C1=CCC(CN2CCN(C3CCCCCC3)CC2)CC1 (configuration not stated),-0.5%,-4%,-10%,10%,?,i,0%,27%,5%
CC1Sc2ccc(S(=O)(=O)CCC(=O)Nc3ccccc3Cl)cc2NC1=O (configuration not stated),-0.2%,-10%,-4%,3%,-2%,i,-7%,-2%,6%
COc1ccccc1/C=C/C(=O)Oc1cccc2cccnc12,?,/,3%,10µM*,7.9µM*,?,3%,?,-26%
CCOC(=O)N1CCN(Cc2ccccc2Cl)CC1,-0.1%,1%,-4%,0%,5%,i,?,-2%,6%
Cc1cc(C)nc(NS(=O)(=O)c2ccc(NC(=O)c3nn(-c4ccccc4)ccc3=O)cc2)n1,-0.6%,/,1%,-4%,-10%,i,-26%,6%,1%
CCN(c1ccccc1)S(=O)(=O)c1ccc(Cl)c(C(=O)O)c1,-0.1%,14%,-12%,-3%,18%,i,-13%,1%,-2%
O=C(C[C@@H]1C/C=C\CCCC(=O)OC[C@@H]2CCCN2C1=O)NCCO,-1.2%,1%,-3%,9%,-6%,i,6%,2%,8%
CC(=O)c1ccc(OCCCC(=O)Nc2cccc(-c3nn[nH]n3)c2)cc1,2.8%,-10%,-2%,-8%,-11%,i,24%,10%,-11%
Cc1cc(NC(=O)CSc2ccc(Cl)cc2)no1,0.1%,-3%,4%,-1%,-26%,i,/,-6%,3%
Cc1ccc(CN(Cc2ccco2)C(=O)COc2ccc(Cl)cc2)o1,0.1%,/,5%,-27%,?,/,?,/,/
COc1ccc(NC(=O)c2sc3nc4c(cc3c2N)CCCCCC4)c(OC)c1,0.0%,12%,-2%,-1%,4%,i,2%,/,/
CSCc1c(C(=O)N2CCCc3ccccc32)oc2ccccc12,2.0%,0%,-8%,-24%,-15%,i,2%,?,-22%
CCCCSCCCNC(=O)C1CCC(CNS(=O)(=O)c2ccccc2)CC1 (configuration not stated),-0.4%&2.6%,?,1%&-5%,-23%&-33%,0%&-30%,i,0%,11%,-4%
CCN(CC)C(=O)C1CCCN(C(=O)Nc2ccc3nsnc3c2)C1 (configuration not stated),4.4%,7%,-5%,3%,0%,i,?,-19%,-5%[57.1 µM]
CC1(C(=O)Nc2ccc3c(c2)OCO3)CCN1Cc1ccccc1OC(F)F (configuration not stated),0.3%,-27%,/,2%,35%[activator],?,/,/,-22%
CC1CCN(c2ccc(-c3ccc(NC(=O)c4ccco4)cc3)nn2)CC1,-0.1%,10%,0%,-6%,5%,i,15%,1%,0%
O=C(O)CCC(=O)Nc1ccc(S(=O)(=O)c2ccc(NC(=O)CCC(=O)O)cc2)cc1,-0.5%,-32%,4%,20%,10%,i,3%,1%,18%
